DAX1 inh-1: DAX1 (NR0B1) inhibitors on StAR promoter, primary screen, cell-based, luminescence, SF-1 (NR5A1), full-length DAX-1; HEK293T StAR-luciferase reporter, SF-1/DAX-1 repression relief; inhibition, % at 6.8 µM; AID 652010, 2013; hit rate 1.1% among 370,000;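 active = inhibition above the mean over all tested compounds plus 3 SD, cut at about 3.6% in these data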;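 also: 0% = DAX-1 cells with DMSO and 100% = cells lacking DAX-1 with DMSO; higher inhibition means more luminescence from relief of DAX-1 repression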
GC-A act: GC-A stimulated cGMP production enhancers – HEK293 GC-A cells, cGMP TR-FRET, EC30 ANP, primary screen; Atrial natriuretic peptide receptor 1 (Homo sapiens), P16066; hit rate 0.14% among 370,000; 0% at EC30 ANP, 100% saturating ANP; activation, % at 10 µM; in the data active = activation above about 40%
Target sequence (P16066 whole entry, looked up): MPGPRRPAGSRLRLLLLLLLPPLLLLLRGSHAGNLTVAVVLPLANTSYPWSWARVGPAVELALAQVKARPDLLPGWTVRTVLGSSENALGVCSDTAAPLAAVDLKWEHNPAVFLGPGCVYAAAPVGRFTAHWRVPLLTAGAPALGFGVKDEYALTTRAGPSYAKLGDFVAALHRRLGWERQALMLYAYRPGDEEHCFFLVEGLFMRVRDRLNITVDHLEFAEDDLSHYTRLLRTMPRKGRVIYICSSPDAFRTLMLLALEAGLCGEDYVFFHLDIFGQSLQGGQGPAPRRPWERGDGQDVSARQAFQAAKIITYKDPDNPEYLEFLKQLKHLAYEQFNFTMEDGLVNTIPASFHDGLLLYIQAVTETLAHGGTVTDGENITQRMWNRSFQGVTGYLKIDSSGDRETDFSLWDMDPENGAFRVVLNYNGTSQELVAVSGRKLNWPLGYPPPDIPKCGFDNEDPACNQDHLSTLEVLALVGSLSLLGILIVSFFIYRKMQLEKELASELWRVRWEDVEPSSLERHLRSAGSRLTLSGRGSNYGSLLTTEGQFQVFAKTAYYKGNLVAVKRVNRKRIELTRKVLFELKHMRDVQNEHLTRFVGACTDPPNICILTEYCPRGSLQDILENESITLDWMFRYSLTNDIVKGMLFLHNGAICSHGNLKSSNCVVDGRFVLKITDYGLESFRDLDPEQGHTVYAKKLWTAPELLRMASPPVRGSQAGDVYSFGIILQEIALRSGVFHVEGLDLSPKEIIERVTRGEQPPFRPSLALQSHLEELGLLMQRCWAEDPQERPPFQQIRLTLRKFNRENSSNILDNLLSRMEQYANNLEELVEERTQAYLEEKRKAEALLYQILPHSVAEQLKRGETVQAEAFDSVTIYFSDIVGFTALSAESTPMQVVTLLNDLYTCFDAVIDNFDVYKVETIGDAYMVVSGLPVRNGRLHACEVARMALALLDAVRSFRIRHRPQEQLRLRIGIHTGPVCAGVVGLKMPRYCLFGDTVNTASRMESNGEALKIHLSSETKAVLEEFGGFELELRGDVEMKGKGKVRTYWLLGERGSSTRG
DAX1 inh-2: DAX1 (NR0B1) inhibitors, primary screen, cell-based, HEK293, Gal4-DAX1, luciferase luminescence; Nuclear receptor subfamily 0 group B member 1 (Homo sapiens), P51843; HEK293 Gal4-DAX1 luciferase reporter; inhibition, % at 6.75 µM; hit rate 0.99% among 340,000; AID 504766, 2011;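 active = inhibition above the mean over all tested compounds plus 3 SD, cut at about 4.2% in these data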;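 also: 0% = DAX1-transfected cells with DMSO and 100% = empty-vector control cells with DMSO; inhibition shows as a rise in luminescence from relieved DAX1 repression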
ADAM10 inh: human ADAM10 inhibitors, primary screen, biochemical, QFRET, HTS. Disintegrin and metalloproteinase domain-containing protein 10 (Homo sapiens), O14672. recombinant ADAM10, EDANS/DABCYL FRET peptide cleavage, 3 h. inhibition, % at 7 µM. hit rate 0.62% among 370,000. AID 720582, 2013;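 active = inhibition above a per-campaign cutoff equal to the mean of compounds falling between control-based bounds plus 3 SD, cut at about 20% in these data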;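 also: 0% = DMSO wells while the 100% control is not disclosed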
SMARCA2 act: SMARCA2 (BRM) function activators, primary screen, cell-based, luminescence, high throughput. hit rate 1% among 370,000. MG213 cells, MMTV-luciferase reporter, dexamethasone, overnight. AID 652017, 2013. activation, % at 9.1 µM; in the data active = activation above about 7.8%;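 also: 0% = vehicle wells and 100% = reference activator wells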
ssDAF-12 act: S. stercoralis DAF-12 nuclear receptor activators, primary screen, cell-based, luminescence, HEK293, GRIP1 co-expression, lit1-tk-luc | HEK293 ssDAF-12/GRIP1 lit1-tk-luc reporter; % of 3 µM dafachronic acid response | activation, % at 6.8 µM | hit rate 1% among 370,000;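 active = activation above the mean over all tested compounds plus 3 SD, cut at about 0.9% in these data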;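 also: 0% = DMSO-only wells and 100% = 3 µM delta7-dafachronic acid wells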
ADAM17 inh: ADAM17 inhibitors, primary screen, biochemical, QFRET; Disintegrin and metalloproteinase domain-containing protein 17 (Homo sapiens), P78536; recombinant ADAM17, EDANS/DABCYL FRET peptide cleavage; inhibition, % at 6.95 µM; hit rate 0.83% among 370,000; AID 720648, 2013;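 active = inhibition above the mean of compounds lying between control limits plus 3 SD, set per campaign, cut at about 8.5% in these data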;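 also: 0% = DMSO-only wells as the low control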
PG9 binder: binders of HIV-1 gp120 antibody PG9, primary screen, biochemical, TR-FRET. HIV-1 gp120 / PG9 antibody interaction. TR-FRET gp120-PG9 antibody binding. inhibition, % at 6.7 µM. hit rate 0.43% among 360,000; in the data active = inhibition above about 8.5%
hgDAF12 agonist: H. glycines DAF-12 receptor agonists, primary screen, cell-based, luminescence, HEK293, GAL4 fusion, UAS-luciferase | activation, % at 6.8 µM | hit rate 1.8% among 370,000 | HEK293 GAL4-hgDAF12 UAS-luciferase reporter, agonist luminescence; normalized to butyrate control | AID 687014, 2013 | Nuclear hormone receptor DAF-12 (Heterodera glycines), GAL4 fusion;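 active = activation above a cutoff set at the mean of all screened compounds plus 3 SD, cut at about 10% in these data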;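 also: 0% = DMSO wells and 100% = sodium butyrate wells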
FXN GAA850 act: FXN promoter activators, primary screen, cell-based, luciferase luminescence, HEK293 lucGAA850. HEK293 lucGAA850 FXN promoter luciferase reporter, 24 h; percent of 10 µM SAHA response. activation, % at 6 µM. hit rate 0.56% among 360,000. AID 540364, 2011;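 active = activation above the average of all compounds screened plus 3 SD, cutoff fixed separately per campaign, cut at about 7.5% in these data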;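 also: 0% = DMSO wells and 100% = 10 µM SAHA wells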
hcDAF-12 act: H. contortus DAF-12 nuclear receptor activators, primary screen, cell-based, luminescence, HEK293, lit1-tk-luc reporter; AID 652067, 2013; HEK293 hcDAF-12 lit1-tk-luc reporter; 0% DMSO, 100% Δ7-dafachronic acid; activation, % at 6.8 µM; hit rate 1.4% among 370,000;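 active = activation above the mean of all tested compounds plus 3 SD, cut at about 5.5% in these data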;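 also: 100% = response to 3 µM Δ7-dafachronic acid high control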
The depositor's hits bear a star; · = no result given.

SMILES	DAX1 inh-1	GC-A act	DAX1 inh-2	ADAM10 inh	SMARCA2 act	ssDAF-12 act	ADAM17 inh	PG9 binder	hgDAF12 agonist	FXN GAA850 act	hcDAF-12 act
COc1ccc(S(=O)(=O)N(CC(=O)NC2CC2)Cc2ccccc2)cc1	-0.2	-2	-0.9	14	0	-1.6	2	-1.9	-4.2	-1.4	-1.6
S=c1[nH]nc(COc2ccccc2)n1/N=C/c1ccc(Br)s1	-0.6	-1	-0.1	4	-2	-1.0	4	-0.6	2.0	0.3	-0.2
O=C(COC(=O)C1CCN(S(=O)(=O)c2cccs2)CC1)c1ccc2c(c1)OCCO2	-0.1	1	0.1	3	1	-0.8	-3	-1.7	0.8	-2.0	0.2
Clc1cccc(Cl)c1Cn1cc(Br)cn1	1.6	-1	-0.2	-2	1	-1.2	-3	-0.3	0.3	-0.3	-1.1
CCOc1ccc(NS(=O)(=O)c2cc(C(=O)NCCCN3CCCC3=O)ccc2C)cc1	-0.1	0	0.8	0	0	-1.6	-2	-0.7	1.1	-0.2	-0.9
O=C(NCCc1cccc(Cl)c1)c1ccc2c(c1)OCO2	11*	-1	-1.1	-1	3	0.7	-3	-1.6	10	-0.5	5.6*
Cc1ccc(OCCSc2cc(C)nc(N)n2)cc1	-0.1	-1	1.0	-3	-1	-1.2	1	0.2	4.2	6.0	-1.6
COC(=O)CCC(=O)N1CCCC(CO)(Cc2ccccc2)C1 (stereo not given)	1.6	2	1.3	-13	3	-0.3	-3	2.1	11*	3.6	4.4
COc1ccc(NC(=O)CN2C(=O)CSC(C)C2=O)cc1 (stereo not given)	-1.2	0	0.4	-3	3	-2.3	-4	-0.7	4.9	-1.4	-0.7
CCN(CC)c1ccc(/C=N/Nc2nc(C)cc(C)n2)cc1	-0.4	-8	·	1	8.1*	-2.1	1	-20	-1.6	-1.3	-2.3
COc1ccccc1NC(=O)NNC(=O)COc1ccc2ccccc2c1	-0.1	0	0.9	6	-1	-1.1	1	-0.4	-0.1	1.3	-2.0
O=C(NCc1ccccc1)C(c1ccc(F)cc1)N(Cc1ccco1)C(=O)c1ccccn1 (stereo not given)	-0.5	-10	-0.5	2	0	0.1	-9	1.5	-1.4	-1.7	0.1
N#Cc1ccc(C(=O)CSc2n[nH]c(=O)n2Cc2ccco2)cc1	0.0	2	-1.0	1	-3	-1.5	-3	-0.9	-1.2	-2.0	-0.4
CC(C)NC(=O)COc1ccc(Cl)cc1Cl	-1.2	0	-1.0	12	0	-1.2	1	-1.5	-0.8	2.2	-2.5
O=C(NCCN1CCCCCC1)C1CCC(CNS(=O)(=O)c2cccc3cccnc23)CC1 (stereo not given)	0.6	2	3.1	4	-1	-1.7	-1	-0.1	-0.2	-2.6	-0.5
COc1ccc(CCNc2nc(-c3cccnc3)cs2)cc1OC	-1.5	0	0.7	4	-2	-1.8	3	0.8	3.9	1.2	-2.8
COCCN(C(=O)c1ccc2ccccc2c1)c1c(N)n(Cc2ccccc2)c(=O)[nH]c1=O	0.0	-7	-0.3	-6	-2	-1.3	-3	0.6	-0.8	-1.0	-0.6
CC(C)(C)NC(=O)C(c1ccc(-c2ccccc2)cc1)N(C[C@H]1CC[C@@H]([C@@H]2CC[C@H](CO)O2)O1)C(=O)c1ccc(C(C)(C)C)cc1 (stereo not given in full)	-0.9	-2	-1.1	20*	-5	-1.1	12*	-0.4	0.4	1.2	-0.4
O=S(=O)(c1ccc(C2=CSC3=NCCN23)cc1)N1CCOCC1	0.5	-2	-0.8	4	2	-0.9	-4	-0.2	2.3	-1.1	-1.2
NC(=NCc1ccccc1)c1cccc([N+](=O)[O-])c1	0.1	-8	-0.1	-5	-1	-0.7	0	-1.9	0.1	2.6	0.6
CN(C)c1ccc(C(=S)N2CCCCC2)cc1Br	0.0	-4	-0.2	2	-1	-1.0	-2	3.7	-1.8	2.3	-1.3
CC1CCCCC12NC(=O)N(CC(=O)N1CCN(S(=O)(=O)c3ccc(Cl)s3)CC1)C2=O (stereo not given)	-1.0	3	1.1	-10	-1	-0.9	-2	1.8	1.7	1.3	-1.5
COC(=O)c1ccc(NC(=S)Nc2ccc3ccccc3c2)cc1	0.6	-2	3.0	-57	1	-0.6	-19	0.4	5.5	0.6	4.0
N#Cc1ccc(Oc2nc(C#N)cc(-c3ccccc3)n2)cc1	-0.2	-1	-1.5	2	-3	-0.7	-1	-2.4	1.7	1.3	-3.1
O=C(OCc1cn([C@@H]2C[C@H](c3ccc(Cl)cc3)N(C(=O)c3cccs3)C[C@H]2O)nn1)c1ccccc1	-0.7	-7	-0.8	-4	-2	-1.2	0	-0.4	0.4	-1.6	-2.2
SMILES	DAX1 inh-1	GC-A act	DAX1 inh-2	ADAM10 inh	SMARCA2 act	ssDAF-12 act	ADAM17 inh	PG9 binder	hgDAF12 agonist	FXN GAA850 act	hcDAF-12 act
COc1ccc(NC(=O)Nc2ccc3c(c2)CC(=O)N([C@H](C)CO)C[C@H](C)[C@H](CN(C)Cc2ccc(C(=O)O)cc2)O3)cc1	0.7	1	0.2	7	-1	-0.7	9.0*	0.4	-2.0	-0.3	0.1
O=C1OCC(CO)(CO)N=C1NNc1ccccc1Cl	0.6	·	0.4	1	2	0.5	2	-1.5	1.4	0.1	9.0*
O=C(NCc1ccc2c(c1)OCO2)C1CCN(S(=O)(=O)c2cccc3nsnc23)CC1	-0.7	-14	-1.6	-15	0	-1.3	-4	2.5	-0.1	-0.5	-3.0
CCCCn1c(N)c(N(Cc2ccccc2)C(=O)COc2ccccc2F)c(=O)[nH]c1=O	-0.3	3	0.1	-1	0	-1.0	-3	0.6	-0.8	-1.2	-1.2
COCCn1c(SCC(=O)N2CC(C)OC(C)C2)nc2c([nH]c3ccccc32)c1=O (stereo not given)	1.2	1	0.1	-13	-2	0.3	-2	1.1	3.7	0.8	5.9*
Cc1cccnc1NC(=O)c1ccc2c(c1)OCO2	1.0	0	0.6	-5	-1	-1.0	-6	0.2	2.5	2.5	3.0
Cc1cc(NC(=O)Nc2ccccc2)n(C(C)(C)C)n1	-0.5	3	1.8	2	2	-1.2	-6	0.3	0.6	1.4	0.2
COc1ccc(CCCNC(=O)C2(C)Cc3c(-c4ccc(NC(C)=O)cc4)ccnc3O2)cc1 (stereo not given)	-2.5	-7	·	-8	-2	-1.2	-1	-0.9	-0.5	-5.9	-2.5
O=C(NC1CCS(=O)(=O)C1)c1ccccc1C(=O)c1ccccc1 (stereo not given)	0.7	1	0.1	-1	-2	-1.3	-1	2.4	2.6	0.4	-1.2
COC(=O)CN(CCc1ccccc1)S(=O)(=O)c1ccc(OC)c(OC)c1	0.7	-2	-1.3	6	4	-0.5	-3	-1.1	-1.3	-0.4	0.0
Cc1[nH]c(=O)[nH]c(=O)c1S(=O)(=O)Nc1ccc(F)cc1F	0.1	3	0.1	-5	-3	-0.6	-1	-2.9	-0.2	1.0	1.4
Cc1ccccc1S(=O)(=O)NCc1cccnc1	-0.3	1	0.2	0	0	-1.6	1	-0.8	1.4	1.7	0.8
Cc1sc2nc(N)sc2c1C	-0.9	4	-0.4	-3	0	0.8	-1	-5.8	0.3	0.5	4.9
NC(=O)COC(=O)c1cccc(S(=O)(=O)N2CCN(c3ccc(F)cc3)CC2)c1	-0.1	-10	0.7	-2	0	-1.3	1	-0.1	-0.7	2.2	0.9
COc1ccccc1C(=O)NCCC(=O)NCc1cccs1	3.1	1	-0.8	-35	-2	-1.4	-8	1.5	-2.3	0.3	-0.5
COc1ccc(C(=O)OCC(=O)NC(=O)Nc2ccccc2F)c(OC)c1	-3.1	1	-1.2	-7	-4	-0.2	-5	1.9	3.9	2.8	-0.3
CCOc1ccc(C(=O)N2CCc3ccccc32)cc1OCC	0.1	-2	0.9	-3	0	-0.4	-2	-3.8	1.4	2.9	4.8
O=C(NCC1CCCO1)c1cc2c([nH]c3ccccc32)c(-c2ccc(F)cc2)n1 (stereo not given)	-4.8	25	-5.0	-239	-1	-2.4	-55	0.1	-7.0	-7.7	-4.3
O=C(COc1ccc2ccccc2c1)Nc1ccc(S(=O)(=O)N2CCCCCC2)cc1	-0.5	-5	0.2	5	-1	-1.3	-2	-0.2	3.3	0.6	-1.3
Cc1ccc(C(=O)Nc2cccc(Oc3ccccc3)c2)o1	-0.1	3	0.8	-2	2	-0.6	1	0.9	5.5	2.3	-1.7
COc1cc(C(=O)NNC(=O)CN2C(=O)NC(C)(c3ccc(C)cc3)C2=O)cc(OC)c1OC (stereo not given)	-0.5	-3	-0.3	-3	0	-1.6	-4	2.2	-1.5	-0.3	-2.6
Cc1cccc(NC(=O)c2ccc(OC3CSC3)cc2)c1	4.8*	2	0.7	-3	5	-0.3	-1	0.4	16*	3.2	2.9
O=C(c1cnn2c(C(F)(F)F)cc(-c3ccc(F)cc3)nc12)N1CCc2ccccc2C1	0.0	6	-0.3	-17	-2	-0.9	-2	-0.2	2.2	0.2	-2.1
O=C1CCC(C(=O)N2CCSCC2)CN1CCc1cccc(F)c1 (stereo not given)	0.6	2	0.3	-1	1	-0.9	-2	-0.5	7.5	0.9	-0.7
Cc1[nH]c2ccccc2c1/C=N/n1cnnc1	0.4	4	0.3	1	2	-0.9	-1	0.9	1.2	-1.1	-0.1
CCN1C(Nc2ccccc2)=NC[C@@H]1Cc1ccccc1	0.3	0	0.5	0	1	-1.1	-1	0.6	0.2	0.3	0.8
COc1ccc(-c2c(-c3cc(OC)cc(OC)c3)sc3ccc(OC)cc23)cc1	-0.6	-3	1.5	5	0	-0.5	-1	0.3	-2.0	1.2	-0.6
O=C(COC(=O)COc1ccccc1F)NCCc1ccc(F)cc1	2.0	-3	0.2	-8	5	-1.2	-3	-2.4	0.1	0.3	-0.6
COc1cc2c(cc1NC(=O)c1ccco1)CCCC2	1.0	-2	1.8	-3	10*	-0.4	-3	0.0	6.5	6.1	5.7*

Results in DAX1 inh-1, hcDAF-12 act and ADAM17 inh, for some of the entries so far:
Molecule | DAX1 inh-1 | hcDAF-12 act | ADAM17 inh
COc1ccc(-c2c(-c3cc(OC)cc(OC)c3)sc3ccc(OC)cc23)cc1 | -0.6 | -0.6 | -1
O=C(COc1ccc2ccccc2c1)Nc1ccc(S(=O)(=O)N2CCCCCC2)cc1 | -0.5 | -1.3 | -2

Screening results from PubChem.
